BLM inh: qHTS Assay for Inhibitors of Bloom's syndrome helicase (BLM); RecQ-like DNA helicase BLM (Homo sapiens), P54132; recombinant BLM DNA unwinding, fluorescence dequenching; Potency, µM (top dose mostly 56.1 µM), without a hit: at the top dose activity change, negative = inhibition, hits mostly inhibitors; hit rate 0.2% among 350,000; AID 2528, 2010;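 also: potency is read from the fitted curve at half-maximal effect; plate controls were vehicle for no effect and no enzyme for full effect; nearly all actives have a fitted effect of over 35% in size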
Tb PGK inh: qHTS Assay to Find Inhibitors of Phosphoglycerate Kinase; Phosphoglycerate kinase, glycosomal (Trypanosoma brucei brucei), P07378; PGK/GAPDH coupled, Kinase-Glo luminescence, 60 min; AID 602233, 2012; Potency, µM (highest dose often 57.5 µM), for the others: at the highest dose activity change, negative = inhibition, most hits filed as inhibitors; hit rate 0.043% among 380,000; also: potency is read from the fitted curve at half-maximal effect; % is scaled to controls: 0 for no effect and ±100 for the full control effect; nearly all actives have a fitted effect of over 60% in size
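Recombinant glycosomal PGK reaction used 1,3-bisphosphoglycerate generated in-well by GAPDH (100nM final) in 100mM TEA pH 7.6, 5mM MgCl2, 0.01% Tween-20. After 60 minutes at room temperature, ATP was read by Kinase-Glo Plus luminescence end-point.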
Anesthetic bind: qHTS Assay for Identification of Novel General Anesthetics | AID 485281, 2010 | hit rate 0.074% among 350,000 | Ferritin light chain (Equus caballus), P02791 | Potency, µM (highest dose often 77.5 µM), without a hit: top-dose activity change, negative = displacement, most hits filed as inhibitors | apoferritin/1-aminoanthracene competitive binding, fluorescence; also: potency is read from the fitted curve at half-maximal effect; % is scaled to controls: 0 for no effect and ±100 for the full control effect; nearly all actives have a fitted effect of over 20% in size
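In PBS, apoferritin at 10 uM is loaded with 1-AMA from a 50% saturated solution. After 10 min of compound exposure at ambient temperature, reduced 535 nm fluorescence indicates probe displacement.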
RXFP1 antagonist: qHTS Assay for Antagonists of the Relaxin Receptor RXFP1; Relaxin receptor 1 (Homo sapiens), Q9HBX9; HEK293-RXFP1, relaxin-stimulated cAMP HTRF, 30 min; active compounds read low; activity change, negative = inhibition, % at 57.5 µM; hit rate 0.59% among 350,000;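 active = activity change of -60% or lower, but not beyond a set lower limit; inconclusive = change between -60% and -40%, or beyond the set limit; inactive = change above -40%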; also: % is scaled to controls: 0 for no effect and ±100 for the full control effect
Pol iota inh: qHTS for Inhibitors of Polymerase Iota; DNA polymerase iota (Homo sapiens), Q9UNA4; Pol iota fluorescent replication assay, 10 min; Potency, µM (series often up to 115 µM), for the others: top-dose activity, negative = inhibition, actives largely listed as inhibitors; hit rate 1% among 390,000; also: potency is read from the fitted curve at half-maximal effect
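Pol iota at 10 nM preincubated 15 min with compounds at room temperature; reaction started with fluorescent substrate, 50 nM final. Fluorescence read kinetically at 0 and 10 min; buffer-only wells as negative control.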
POLH inh: qHTS for Inhibitors of Polymerase Eta; DNA polymerase eta (Homo sapiens), Q9Y253; recombinant Pol eta, fluorescent DNA replication assay; Potency, µM (series often up to 114 µM), inactives show at the highest dose activity change, negative = inhibition, hits mostly inhibitors; hit rate 1.2% among 390,000; AID 588591, 2011; also: potency is read from the fitted curve at half-maximal effect; % is scaled to controls: 0 for no effect and ±100 for the full control effect
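Pol eta (10 nM) was preincubated with compounds for 15 min at room temperature, after which fluorescent replication substrate (50 nM final) was added to start the reaction. Fluorescence was read kinetically at 0 and 10 min.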
Pol beta inh: qHTS Assay for Inhibitors of DNA Polymerase Beta. AID 485314, 2010. P06746. Potency, µM (highest dose often 114 µM), without a hit: top-dose activity change, negative = inhibition, hits mostly inhibitors. hit rate 1.3% among 340,000. Pol beta primer extension/strand displacement, fluorescence kinetic; also: potency is read from the fitted curve at half-maximal effect; % is scaled to controls: 0 for no effect and ±100 for the full control effect
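Enzyme-only controls used 10 nM Pol beta; buffer lacking enzyme served as negative control. Compound preincubated 15 min, then 50 nM substrate added; 0 and 10 min reads at room temperature.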
POLK inh: qHTS for Inhibitors of Polymerase Kappa | DNA polymerase kappa (Homo sapiens), Q9UBT6 | purified Pol kappa, fluorescent DNA synthesis assay, 10 min | hit rate 0.53% among 400,000 | Potency, µM (titrated, usually from 107 µM), for the others: at the top dose activity, negative = inhibition, hits mostly inhibitors | AID 588579, 2011; also: potency is read from the fitted curve at half-maximal effect; % is scaled to controls: 0 for no effect and ±100 for the full control effect
Target sequence (Q9UBT6 whole entry, looked up): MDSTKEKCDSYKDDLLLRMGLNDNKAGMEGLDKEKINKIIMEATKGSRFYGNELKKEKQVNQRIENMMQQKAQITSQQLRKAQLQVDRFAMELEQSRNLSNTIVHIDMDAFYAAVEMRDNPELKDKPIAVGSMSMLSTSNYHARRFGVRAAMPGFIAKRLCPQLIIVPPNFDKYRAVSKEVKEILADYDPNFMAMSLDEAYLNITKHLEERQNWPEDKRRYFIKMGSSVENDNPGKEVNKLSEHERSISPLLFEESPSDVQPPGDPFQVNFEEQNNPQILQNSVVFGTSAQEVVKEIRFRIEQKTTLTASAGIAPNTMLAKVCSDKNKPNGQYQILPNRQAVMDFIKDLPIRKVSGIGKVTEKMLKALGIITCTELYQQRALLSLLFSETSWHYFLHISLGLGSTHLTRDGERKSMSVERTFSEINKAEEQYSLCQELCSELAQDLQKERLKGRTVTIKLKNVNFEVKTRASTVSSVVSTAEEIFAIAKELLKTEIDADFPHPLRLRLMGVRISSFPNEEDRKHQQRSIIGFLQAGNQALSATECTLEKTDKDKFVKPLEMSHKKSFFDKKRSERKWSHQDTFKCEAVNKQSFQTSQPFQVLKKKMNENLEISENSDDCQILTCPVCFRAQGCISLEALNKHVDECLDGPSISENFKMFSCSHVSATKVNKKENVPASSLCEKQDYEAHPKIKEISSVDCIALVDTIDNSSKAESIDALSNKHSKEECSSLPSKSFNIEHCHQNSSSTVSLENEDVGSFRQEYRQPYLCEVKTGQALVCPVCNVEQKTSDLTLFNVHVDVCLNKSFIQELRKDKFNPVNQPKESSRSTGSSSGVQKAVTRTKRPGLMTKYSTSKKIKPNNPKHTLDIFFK
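10 nM Pol kappa preincubated 15 min at room temperature with compounds, then reaction started with substrate at 50 nM final. Fluorescence read kinetically at 0 and 10 min; buffer-only wells served as negative control.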
APE1 inh: qHTS Assay for Inhibitors of the Human Apurinic/apyrimidinic Endonuclease 1 (APE1); hit rate 0.35% among 350,000; recombinant APE1, TAMRA/BHQ-2 abasic DNA cleavage fluorescence; DNA repair nuclease/redox regulator APEX1 (Homo sapiens), P27695; Potency, µM (series often up to 65.8 µM), inactives show at the highest dose activity change, negative = inhibition, actives largely listed as inhibitors;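 also: potency is read from the fitted curve at half-maximal effect; plate controls were vehicle for no effect and reference inhibitor for full effect; nearly all actives have a fitted effect of over 55% in size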
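Readout is kinetic fluorescence (ex 525, em 598 nm) from cleavage of 50 nM TAMRA/BHQ-2 THF abasic duplex by 0.75 nM APE1, compound added 15 min beforehand at RT.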
* = called active by the depositor; i = inactive; ? = inconclusive; nt = no result given; & = joins results of further samples; [ ] = another dose, or the depositor's remark. Unless noted, calls follow the shape of the dose curve; as a rule, active = well fitted curve in the direction sought with a large enough effect; inconclusive = small, poorly fitted or top-dose-only effect, or another doubt; inactive = no such curve, though single readings can be large; an effect the other way counts as inactive or inconclusive.

The first two entries, to show the layout:
nr	Structure	BLM inh	Tb PGK inh	Anesthetic bind	RXFP1 antagonist	Pol iota inh	POLH inh	Pol beta inh	POLK inh	APE1 inh
1	CC12COC3(C(=O)N4CCN(c5ccccn5)CC4)CC1CCC32C (stereo not given)	-2.6%	-7.2%	2.3%	-5.2	-15.8%	-6.9%	38.6%	12.8%	-5.1%
2	CCC(C)[C@H]1COCCS(=O)(=O)N1Cc1ccccc1F (stereo not given in full)	-12.3%	1.3%	-18.3%	nt	?	-8.3%	55.3%	-20.6%&11.0%	-2.4%

The whole of this part, repeating the preview:
nr	Structure	BLM inh	Tb PGK inh	Anesthetic bind	RXFP1 antagonist	Pol iota inh	POLH inh	Pol beta inh	POLK inh	APE1 inh
1	CC12COC3(C(=O)N4CCN(c5ccccn5)CC4)CC1CCC32C (stereo not given)	-2.6%	-7.2%	2.3%	-5.2	-15.8%	-6.9%	38.6%	12.8%	-5.1%
2	CCC(C)[C@H]1COCCS(=O)(=O)N1Cc1ccccc1F (stereo not given in full)	-12.3%	1.3%	-18.3%	nt	?	-8.3%	55.3%	-20.6%&11.0%	-2.4%
3	COc1ccc(C)cc1NC(=O)CN(c1ccc(C)cc1)S(C)(=O)=O	-1.4%	-7.0%	-10.7%	7.2	46.4%[activator]	-21.9%	12.7%	-8.2%	-1.2%
4	O=C(C[C@@H]1C/C=C\C[C@@H](Cc2ccc(F)cc2)C(=O)OC[C@@H](Cc2c[nH]c3ccccc23)NC1=O)NCCO	nt	2.2%	nt	nt	?	-10.9%	nt	-9.1%	-16.4%
5	CC1=C(C(=O)Nc2ccc(C)cc2C)C(c2ccccc2[N+](=O)[O-])n2ncc(C(=O)Nc3ccccc3)c2N1 (stereo not given)	-12.8%	0.5%	2.6%	-2.8	68.4%[activator]	-10.3%	39.1%[activator]	3.0%	nt
6	OC(CNCCNc1ncccc1C(F)(F)F)COc1ccc(F)cc1 (stereo not given)	1.5%	5.2%	-5.1%	-8.8	-11.7%[58.9 µM]	-8.4%	0.7%	-4.2%	-1.9%
7	COc1ccc(CN(C(=O)c2oc3ccc(F)cc3c2C)C2CCS(=O)(=O)C2)cc1 (stereo not given)	-11.5%	i	-7.0%	-2.4	30.7%[activator]	-12.6%	20.3%	-2.8%	-9.4%
8	O=C1NCCN(Cc2c(F)cccc2Cl)C1CC(=O)N1CCCO1 (stereo not given)	-3.7%	0.1%	4.9%	13.8	-4.9%	-0.7%	44.7%	-3.4%	-5.5%
9	Cc1ccc(CNC(=O)CCc2c(C)nc3c(-c4ccc(F)cc4)c(C)nn3c2C)cc1	-2.8%	i	1.8%	nt	2.9%	0.6%	-12.0%	-19.5%	nt
10	O=C(CP(=O)(CO)CO)c1ccc(Cl)cc1	-5.2%	nt	4.2%	4.8	-12.1%	-3.2%	-13.7%	-3.1%	8.6%
11	Cc1cc2cc(C(c3nnnn3C3CCCC3)N(Cc3cccnc3)Cc3ccco3)c(=O)[nH]c2cc1C (stereo not given)	-12.2%	-1.2%	-10.1%	-0.7	25.5%	-11.0%	22.6%	3.7%	10.7%
12	COC(=O)[C@H]1C[C@@H]1[C@H](NS(=O)(=O)c1ccccc1)c1ccccc1	4.1%&-1.8%	8.9%	-5.3%&-0.6%	nt	11.7%	-0.9%	-0.9%	-2.0%	?
13	CN(C)c1ccc(CNC(=O)CN(C)S(=O)(=O)c2ccc3c(c2)c(=O)n(C)c(=O)n3C)cc1	1.8%&-0.1%	5.7%&4.1%	-1.4%&-3.7%	4.1	1.1%&11.7%	-1.2%&-4.4%	17.1%&38.7%	-9.3%&8.5%	-6.5%
14	CCN1CCC(N(Cc2ccc3c(c2)OCO3)C(=O)Nc2cc(Cl)ccc2C(=O)OC)CC1	11.2%	-7.6%	?	-34.4	7.2%	-15.6%	1.7%	-1.9%	nt
15	C=C(C)Cn1c(C2CC(=O)N(Cc3ccccc3)C2)nc2ccccc21 (stereo not given)	-0.3%	i	3.9%	nt	12.9%	-6.3%	-13.9%	2.4%	2.8%
16	COc1ccc(NC(=O)Cn2nc(C(=O)O)c3ccccc3c2=O)cc1OC	-0.8%	4.6%	1.1%	-12.7	?	8.1%	-5.3%	-8.2%	18.9%
17	O=C1CCN(S(=O)(=O)c2ccccc2)CCN1CCOCc1cccc(F)c1	6.9%	-3.5%	-1.2%	nt	2.5%	-17.4%	-3.9%	15.2%	2.0%
18	CCc1c(C)sc(NC(=O)c2ccco2)c1C(=O)N1CCCCC1	-0.7%	i	-12.5%	-5.6	-8.8%	-9.6%	-7.2%	-1.7%	-4.3%
19	COc1cccc(N2C(=O)C(Cc3c[nH]c4ccccc34)NC2=S)c1 (stereo not given)	-10.2%	i	-3.5%	5.5	12.6%	-21.9%	0.8%	-12.8%	6.6%
20	CN1CCN(CCc2nc3cc(NC(=O)COc4ccc(Cl)cc4)ccc3n2C)CC1	-3.8%	-8.8%	?	10.2	30.7%[activator]	-7.0%	4.8%	12.5%	79.7%[activator]
21	CN(C)S(=O)(=O)c1ccc(C(=O)Oc2ccccc2)cc1	-3.0%	-4.2%	5.9%	-5.5	2.3%	-9.7%	-0.3%	-9.2%	-0.3%
22	O=C(Nc1cccc(Cl)c1)Nc1cnccn1	-1.7%	i	-5.7%	-4.3	2.8%	7.9%	?	6.7%	-8.4%
23	NC(=O)N/N=C\c1cc(Br)ccc1O	2.0%	-3.2%	53.9%[activator]	3.9	66.6%[activator]	-11.5%	9.1%	-6.1%	-3.3%

Three compounds out of the list, sorted by SMILES length, rising:
nr	Structure	BLM inh	Tb PGK inh	Anesthetic bind	RXFP1 antagonist	Pol iota inh	POLH inh	Pol beta inh	POLK inh	APE1 inh
23	NC(=O)N/N=C\c1cc(Br)ccc1O	2.0%	-3.2%	53.9%[activator]	3.9	66.6%[activator]	-11.5%	9.1%	-6.1%	-3.3%
19	COc1cccc(N2C(=O)C(Cc3c[nH]c4ccccc34)NC2=S)c1 (stereo not given)	-10.2%	i	-3.5%	5.5	12.6%	-21.9%	0.8%	-12.8%	6.6%
20	CN1CCN(CCc2nc3cc(NC(=O)COc4ccc(Cl)cc4)ccc3n2C)CC1	-3.8%	-8.8%	?	10.2	30.7%[activator]	-7.0%	4.8%	12.5%	79.7%[activator]

Complete entries from above:
CN1CCN(CCc2nc3cc(NC(=O)COc4ccc(Cl)cc4)ccc3n2C)CC1 across the screens: BLM inh: -3.8%; Tb PGK inh: -8.8%; Anesthetic bind: ?; RXFP1 antagonist: 10.2; Pol iota inh: 30.7%[activator]; POLH inh: -7.0%; Pol beta inh: 4.8%; POLK inh: 12.5%; APE1 inh: 79.7%[activator]
NC(=O)N/N=C\c1cc(Br)ccc1O across the screens: BLM inh: 2.0%; Tb PGK inh: -3.2%; Anesthetic bind: 53.9%[activator]; RXFP1 antagonist: 3.9; Pol iota inh: 66.6%[activator]; POLH inh: -11.5%; Pol beta inh: 9.1%; POLK inh: -6.1%; APE1 inh: -3.3%

From PubChem

These rows are one share of the data, so the mix of outcomes need not match the whole.
